Compound activity (PubChem)
Insulin prom up: MIN6 insulin promoter up-regulation. z-score at 5 µM. AID 1625. actives 0.3% (n = 190,000). MIN6 insulin promoter-GFP reporter, high-content imaging; hits give high values;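 active = z-score above 3 at 5 µM with at least 500 cells counted in the well; inconclusive = wells under 500 cells, flagged as cytotoxic or low count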
PMI inhibitors: inhibitors of human PMI, primary screen, biochemical, fluorescence intensity, coupled assay (AID 1209). one-dose inhibition, % at 20 µM; IC50 in µM for titrated hits. actives 0.42% (n = 190,000). purified PMI enzyme, coupled fluorescence intensity; higher % means a stronger effect;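 also: plate controls were DMSO vehicle for no effect and wells lacking substrate for full effect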
Salmonella PhoP GFP: PhoP-dependent GFP reporter repression – Salmonella Typhimurium, primary screen (AID 1863); S. Typhimurium PhoP-regulated promoter GFP reporter, 4 h; higher % means a stronger effect; inhibition, % at 50 µM; hits with a dose series show IC50 in µM; actives 0.16% (n = 300,000);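 active = inhibition over 29.93%, a cutoff 3 SD above the screen mean, later confirmed by dose response; inconclusive = inhibition over 29.93% but no dose response follow-up; inactive = inhibition at most 29.93% or unconfirmed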;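 also: 0% = low Mg2+ inducing control and 100% = high Mg2+ repressing control; strong numbers were not always called active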
CSM14.1 death rescue: rescue of cells from ER stress-induced death, primary screen, 384-well, CSM14.1, thapsigargin, ATP luminescence (AID 1222) | one-dose cellular ATP content (survival), % at 20 µM; EC50 in µM for titrated hits | 190,000 tested, under 10 active | CSM14.1 thapsigargin-induced death rescue, ATP luminescence; higher % means a stronger effect;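 active = EC50 below 50 µM in the dose-response confirmation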;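 also: death triggered by thapsigargin at about 15 µM added after 2 h compound pretreatment; cell ATP read after overnight thapsigargin exposure of roughly 18 to 22 hours; normalized against plate controls of thapsigargin alone and 5% DMSO vehicle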
RSV antiviral HEp-2: inhibition of RSV-induced cytopathic effect – HEp-2 cells, primary 10 µM value included (AID 2391); actives 0.13% (n = 310,000); CPE inhibition, % at 10 µM, or IC50 in µM where a hit was titrated; HEp-2 cells, RSV-induced CPE inhibition; higher % means a stronger effect; in the data active = a potency from the dose series; inconclusive = CPE inhibition mostly from about 23% at the one dose, without a potency; inactive = the rest, 99 in 100 with CPE inhibition below about 21%; also: strong numbers were not always called active
TNAP activation fold: human TNAP enzyme activators, primary screen, biochemical, luminescent, no phosphate acceptor, uHTS (AID 1001). actives 0.03% (n = 200,000). purified TNAP, luminescent activation assay, no phosphate acceptor; higher activation fold means a stronger effect. one-dose activation fold at 20 µM; EC50 in µM for titrated hits; in the data active = activation fold from about 3, or a potency from the dose series; inactive = the rest, 99 in 100 with activation fold below about 1.6; also: many of its hits are not listed in these tables
Large T inhibition: TAg ATPase/helicase activity blockers – biochemical (AID 1903); actives 0.39% (n = 310,000); one-dose inhibition, % at 20 µM; IC50 in µM for titrated hits; SV40 large T antigen ATPase/helicase inhibition assay; higher % means a stronger effect; in the data active = a potency from the dose series; inconclusive = inhibition mostly from about 32% at the one dose, without a potency; inactive = the rest, 99 in 100 with inhibition below about 32%; also: strong numbers were not always called active
human PMI inhibitors: human PMI inhibitors, high substrate, primary screen, biochemical, fluorescence intensity, high mannose 6-phosphate (AID 1220); recombinant PMI enzyme, coupled fluorescence intensity; higher % means a stronger effect; inhibition, % at 20 µM, or IC50 in µM where a hit was titrated; actives 0.66% (n = 190,000)
West Nile virus CPE: West Nile virus antiviral activity, cell-based, CPE readout (AID 1621); West Nile virus-infected cells, CPE inhibition; higher % means a stronger effect; CPE inhibition, % at 10 µM, or IC50 in µM where a hit was titrated; actives 0.02% (n = 290,000); in the data active = a potency from the dose series; inconclusive = CPE inhibition mostly from about 3.7% at the one dose, without a potency; inactive = the rest, 99 in 100 with CPE inhibition below about 2.2%; also: strong numbers were not always called active
Insulin prom up cell count: second read-out of Insulin prom up, no call of its own (marks repeat the call); cell count; measured here: cytotoxicity, nuclei count;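 total cells summed across four imaged fields per well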
An asterisk follows results filed as active; ? = inconclusive; · = no result given; & = joins results of further samples. Rule as the data show it, unless noted: active = inhibition above about 50%; inactive = the rest.

entry	compound	Insulin prom up	RSV antiviral HEp-2	TNAP activation fold	CSM14.1 death rescue	Salmonella PhoP GFP	Large T inhibition	Insulin prom up cell count	PMI inhibitors	human PMI inhibitors	West Nile virus CPE
1	Cc1cc(C)c2c(c1)/C(=N/NC(=O)c1ccc(O)cc1)CCC2	-0.02	12%	1.1	3.1%	6%	4%	1600	10%	14%	-0.4%
2	c1ccc(CSc2ccc(-c3ccccn3)nn2)cc1	·	-1.8%	1.1	1.3%	2%	32%	·	-18%	-25%	·
3	CCOC(=O)C1CCCN(/C=C2\SC(=S)N(CC)C2=O)C1 (centres undefined)	-0.37	3.3%	·	·	-3%	10%	1053	·	·	0.2%
4	CC(CN1CCCCC1)OC(=O)/C=C/c1ccccc1 (centres undefined)	·	0.8%	·	·	-7%	-5%	·	·	·	0.1%
5	Cc1ccc(C(=O)NCCNC(=O)c2ccc(C)nc2)cc1	·	-0.8%	·	·	6%	7%	·	·	·	0.2%
6	COC(=O)c1c(Sc2ccccc2)c2ccccc2n1C	·	0.8%	·	·	-6%	0%	·	·	·	0.4%
7	Cc1ccc(S(=O)(=O)N2CCN(C(=O)c3ccc(OCc4c(C)noc4C)cc3)CC2)cc1	-0.11	8.0%	1.2	-0.6%	21%	6%	937	1%	4%	-0.9%
8	CC1(C)NS(=O)(=O)Oc2ccccc21	·	-0.8%	·	·	-2%	-1%	·	·	·	-0.3%
9	O=C(Nc1ccccc1)NC1CCN(Cc2c(F)cccc2Cl)CC1	0.46	0.6%	·	·	-11%	1%	1474	·	·	-0.9%
10	COc1ccc(C(=O)Cc2nnc(C)s2)cc1	-0.17	1.6%	1.1	-1.5%	0%	3%	1243	1%	22%	-0.4%
11	CCOc1ccc(CC(=O)NNC(=O)/C=C/C(=O)O)cc1	·	1.9%	·	·	-6%	6%	·	·	·	0.2%
12	COc1ccc(OCC(=O)O/N=C(\N)Cc2ccc(Cl)cc2Cl)cc1	-0.26	-0.2%	1.2	-2.0%	-8%	1%	1027	6%	5%	0.2%
13	CC(C)(C)C(=O)N1CCn2c1nc1ccccc12	-0.16	0.1%	1	2.8%	6%	11%	1513	13%	8%	-0.4%
14	Cn1cc(Cl)c(C(=O)OCC(=O)Nc2nc(-c3ccc(Br)cc3)cs2)n1	·	?	1.2	-1.7%	0%	0%	·	-7%	-10%	0.1%
15	O=C(CCN1C(=O)c2ccccc2C1=O)Nc1cccc(S(=O)(=O)NC2=NCCC2)c1	-0.63	-0.2%	1.1	·	-7%	14%	1154	-4%	0%	0.2%
16	C=CCn1c(SCC(=O)Nc2ccc(F)cc2F)nnc1-c1cnccn1	·	1.7%	·	·	-7%	16%	·	·	·	-0.4%
17	COc1ccc(NC(=O)N2CCCC2C(=O)Nc2ccc(C)c(Cl)c2)cc1 (centres undefined)	0.67	0.7%	1.1	0.4%	2%	-28%	1222	3%	7%	1.2%
18	COCCNC(=O)C(c1ccc(OC)cc1)N(Cc1ccco1)C(=O)CCC(=O)Nc1ccccn1 (centres undefined)	·	3.1%	·	·	-4%	8%	·	·	·	0.3%
19	Cc1cc(NC(=O)Nc2cccc(C(F)(F)F)c2)n(C)n1	-0.21	0.7%	1.1	-1.1%	9%	25%	1340	-2%	-4%	-0.5%
20	O=c1[nH]c(=O)n(C2CCCO2)cc1F (centres undefined)	·	-0.2%	1.1	-4.1%	11%&1%	22%&1%	·	-1%	6%	-0.1%

Other compounds.
entry	compound	Insulin prom up	RSV antiviral HEp-2	TNAP activation fold	CSM14.1 death rescue	Salmonella PhoP GFP	Large T inhibition	Insulin prom up cell count	PMI inhibitors	human PMI inhibitors	West Nile virus CPE
21	Cc1sc2nc(CSc3cccc(C(F)(F)F)c3)[nH]c(=O)c2c1C	1.5	2.5%	1	-0.3%	-4%	14%	1477	16%	13%	-1.0%
22	O=C(OCn1nnc2ccccc2c1=O)c1ccc(N2CCOCC2)c([N+](=O)[O-])c1	-0.06	1.9%	0.9	-1.6%	-12%	9%	1284	-9%	-5%	0.0%
23	CCOc1ccc(C(C)=O)cc1CSc1nc2nc(C)cc(C)n2n1	0.03	-1.3%	1.1	4.0%	2%	5%	1597	1%	1%	-0.6%
24	O=C(O)CC1S/C(=N/N=C/c2ccc(Br)cc2)N(c2ccccc2)C1=O (centres undefined)	-0.4	·	1	-5.6%	1%	4%	1371	-4%	7%	1.1%
25	COc1ccccc1CNC(=O)CNCCc1ccc(OC)c(OC)c1	·	0.1%	·	·	7%	5%	·	·	·	-1.0%
26	CCC(CC)C(=O)Nc1cc(OC)c(OC)cc1C(=O)O	-0.22	0.3%	1.1	-1.9%	2%	11%	1382	5%	1%	0.7%
27	CC1(C)Cc2c(c(N3CCCC3)nc3sc(C(=O)Nc4ccccc4)c(N)c23)CO1	·	2.9%	·	·	3%	9%	·	·	·	-0.7%
28	CCc1ccc(CN(C)C(=O)CC2C(=O)NCCN2Cc2ccoc2)cc1 (centres undefined)	-1.2	0.8%	1	0.5%	8%	13%	1534	14%	20%	0.3%
29	COc1cccc(CNc2nc3ccccc3n2CCN2CCCCC2)c1OC	-1.5	-0.4%	1.1	-1.7%	-1%	9%	789	-15%	-7%	0.7%
30	CC(=O)N1c2ccccc2CCc2ccc(N)cc21	·	0.7%	·	·	-2%	7%	·	·	·	0.2%
31	O=C(Nc1ccc2snnc2c1)N1CCN(c2ccccc2)CC1	-1.2	?	1.1	0.4%	0%	20%	964	-2%	-6%	-0.8%
32	CCCCCCCCN1[C@@H](CC(=O)OCC)c2cc(C(F)(F)F)ccc2S1(=O)=O	·	6.3%	·	·	-8%	17%	·	·	·	-1.3%
33	NC(=NCCc1ccc(Cl)cc1)NS(=O)(=O)c1ccccc1	·	?	·	·	2%	12%	·	·	·	-0.7%
34	Fc1ccccc1N1CCN(Cc2cnc(Cl)s2)CC1	-0.07	1.2%	1.1	-0.1%	4%	-10%	1575	-4%	-8%	-0.8%
35	Cc1cccc(NC2=CC(=O)OC(C)C2)c1 (centres undefined)	·	-0.8%	1.1	-1.3%	22%	7%	·	2%	2%	0.0%
36	C=C(C)COc1ccc(-c2[nH]ncc2-c2ccc(Br)cc2)c(O)c1	0.7	-1.9%	1	-2.8%	6%	5%	875	-5%	-10%	-1.9%
37	Cc1nn(C)cc1S(=O)(=O)Nc1ccc(C(F)(F)F)cc1	·	0.3%	·	·	-2%	4%	·	·	·	-0.3%
38	COc1ccc(C)cc1NC(=S)NC(C)c1ccc(OC)c(OC)c1 (centres undefined)	-0.98	4.3%	1.1	-0.5%	-4%	13%	1420	8%	1%	-1.2%
39	Cc1cc(C(=O)OCC(=O)NCc2ccco2)c(C)n1-c1ccccc1	-0.07	7.9%	1.1	·	-9%	3%	1064	-14%	-3%	0.9%
40	CC(C)NCC(=O)Nc1c2c(nc3ccccc13)CCC2	-0.24	·	·	·	11%	1%	1303	·	·	-0.2%

(continued)
entry	compound	Insulin prom up	RSV antiviral HEp-2	TNAP activation fold	CSM14.1 death rescue	Salmonella PhoP GFP	Large T inhibition	Insulin prom up cell count	PMI inhibitors	human PMI inhibitors	West Nile virus CPE
41	COc1ccc(OC)c(C(O)c2coc3ccc(O)c(CN4CCOCC4)c23)c1 (centres undefined)	0.77	0.0%	1.1	0.7%	6%	-1%	1286	6%	2%	-1.4%
42	O=C(NCCN1C(=O)C2C3C=CC(C3)C2C1=O)N1CCCCC1 (centres undefined)	0.51	-0.8%	1.1	·	3%	3%	1621	3%	1%	0.8%
43	Nc1nc2nc(-c3ccccc3)cc(C(F)(F)F)c2s1	·	63%	·	·	-2%	8%	·	·	·	0.7%
44	COc1ccccc1N1CC(C(=O)Nc2nnc(SCC(=O)NC(C)C)s2)CC1=O (centres undefined)	·	1.3%	·	·	4%	-1%	·	·	·	0.1%
45	O=C(Cc1ccc(Cl)cc1)Nc1cc(S(=O)(=O)N2CCOCC2)ccc1N1CCCC1	-0.01	0.1%	1.1	-0.3%	-4%	11%	1356	-21%	-12%	-0.4%
46	CCN(C(=O)CCC(=O)N(CC)c1ccccc1)c1ccccc1	0.45	1.0%	0.9	-3.4%	-7%	1%	1211	-8%	3%	-0.3%
47	COCCNC(=O)C(c1cccs1)N(Cc1ccccc1)C(=O)Cn1nnc2ccccc21 (centres undefined)	-0.84	1.4%	1	3.0%	3%	7%	940	-4%	-4%	-0.6%
48	N#CC1=C(N)Oc2nc(-c3ccccc3)[nH]c2C1c1cccnc1 (centres undefined)	0.52	-0.5%	0.7	2.1%	-6%	32%	1468	8%	6%	0.3%
49	CCN1CCN(CC(=O)Nc2c(C(=O)OC)[nH]c3cccc(Cl)c23)CC1	0.36	·	1	-1.2%	7%	12%	1118	9%	9%	0.0%
50	COc1cc(C(=O)NCc2nnc(SCC(=O)N3CCCc4ccccc43)o2)cc(OC)c1OC	0.02	1.6%	0.9	0.3%	-6%	-1%	1234	-12%	-7%	-0.5%
51	C/C(=N\NC(N)=O)C1CC(Cc2ccccc2)C(=O)O1 (centres undefined)	·	0.6%	·	·	8%	8%	·	·	·	0.2%
52	Nc1ncnc(Nc2cccc(C(F)(F)F)c2)n1	0.56	4.5%	1	-0.9%	9%	15%	1635	12%	8%	-0.5%
53	COc1ccccc1NC(=O)Cc1noc(CSc2nnc(C)s2)n1	0.57	0.7%	1.1	0.1%	6%	17%	1294	4%	13%	0.1%
54	O=C(NC1CC1)c1ccc(COc2ccc(F)cc2)o1	-0.24	1.4%	1	-0.2%	-7%	19%	1672	-10%	-2%	0.2%
55	O=C(CN(C(=O)CCC(=O)Nc1nccs1)c1ccc(F)c(Cl)c1)NCc1ccco1	0.19	-0.5%	1	2.1%	-2%	2%	1358	13%	10%	-0.3%
56	Cc1c(Br)ccc(NC(=O)CCN2C(=O)C3C4CCC(C4)C3C2=O)c1C (centres undefined)	0.32	-0.9%	1.1	2.4%	-2%	0%	1302	-5%	-7%	-0.3%

Quoted from the listing for reference:
entry	compound	Insulin prom up	RSV antiviral HEp-2	TNAP activation fold	CSM14.1 death rescue	Salmonella PhoP GFP	Large T inhibition	Insulin prom up cell count	PMI inhibitors	human PMI inhibitors	West Nile virus CPE
55	O=C(CN(C(=O)CCC(=O)Nc1nccs1)c1ccc(F)c(Cl)c1)NCc1ccco1	0.19	-0.5%	1	2.1%	-2%	2%	1358	13%	10%	-0.3%
56	Cc1c(Br)ccc(NC(=O)CCN2C(=O)C3C4CCC(C4)C3C2=O)c1C (centres undefined)	0.32	-0.9%	1.1	2.4%	-2%	0%	1302	-5%	-7%	-0.3%
